Bioassay records: PubChem, Sanford-Burnham Center for Chemical Genomics
EphA4 KYL inhibition – inhibitors of EphA4 binding to KYL peptide, primary screen, biochemical, colorimetric, mouse EphA4 (AID 689) | Ephrin type-A receptor 4 (Mus musculus) | EphA4-AP binding to KYL peptide, pNPP A405; higher % means a stronger effect | one-dose inhibition, % at 10 µM; IC50 in µM for titrated hits | actives 0.1% (n = 62,000); in the data active means a potency from the dose series; inactive means the rest, 99 in 100 with inhibition below about 22%
Numbers without * were called inactive. A portion of the library; the hit share may differ from the screen's.

`O=C(O)CCC(=O)N1CCc2cc(S(=O)(=O)N3CCC(Cc4ccccc4)CC3)ccc21` gave EphA4 KYL inhibition 4%.
CCCCn1c(NC(=O)c2ccc(Cl)cc2)nc2ccccc21 was read as EphA4 KYL inhibition -6%.
O=C1CSC(c2ccco2)N1 (stereo not drawn) was read as EphA4 KYL inhibition -3%.
Screening Cc1ccc(C(=O)N/C(=C/c2ccc(-c3ccccc3[N+](=O)[O-])o2)C(=O)NCc2ccco2)cc1 returned EphA4 KYL inhibition 3%.
For CCc1c(C)[nH]n(CCC#N)c1=O the results were EphA4 KYL inhibition 9%.
`Cn1c(N2CCOCC2)c(/C=N/OC(=O)c2ccc(F)cc2)c2ccccc21` gave EphA4 KYL inhibition -12%.
For CCCC(C)NC(=O)c1ccc(OC)c([N+](=O)[O-])c1 (stereo not drawn) the results were EphA4 KYL inhibition 8%.
Screening COc1ccc2nc(SCC(=O)Nc3ccc4c(c3)OCCO4)[nH]c2c1 returned EphA4 KYL inhibition -6%.
`Cc1ccc(S(=O)(=O)N[C@H](C(=O)OCn2nnc3ccccc3c2=O)C(C)C)cc1` gave EphA4 KYL inhibition -7%.
Screening Cc1cc(C)c2nc(Nc3nc4ccccc4c(=O)[nH]3)nc(C)c2c1 returned EphA4 KYL inhibition 1%.
For O=C(c1ccc(CNc2c(NC3CCCCC3)c(=O)c2=O)cc1)N1CCc2ccccc21 the results were EphA4 KYL inhibition 0%.
`COc1ccc(OC)c(CNC(=O)C2CCN(S(=O)(=O)N3CCCC3)CC2)c1` gave EphA4 KYL inhibition -9%.
`CC1CCN(S(=O)(=O)c2ccc(S(=O)(=O)NCC3COCCO3)cc2)CC1` (stereo not drawn) gave EphA4 KYL inhibition -4%.
For CCOC(=O)c1[nH]c(CSc2nnc(-c3ccc(OC)cc3)o2)c(C(=O)OCC)c1C the results were EphA4 KYL inhibition -2%.
Screening COc1cccc(COc2cc3ccccc3nc2C)c1 returned EphA4 KYL inhibition -10%.
For CCOC(=O)N1CCN(C(=O)COc2ccccc2OC)CC1 the results were EphA4 KYL inhibition -9%.
`COc1ccc(-c2cc(C(=O)Nc3c(C)nn(Cc4ccccc4Cl)c3C)no2)cc1` gave EphA4 KYL inhibition 7%.
Screening CCN(CC)C(NC(=O)c1ccccc1)C(=O)c1ccccc1 (stereo not drawn) returned EphA4 KYL inhibition -18%.
COc1ccc2c3c([nH]c2c1)C(=O)CCC3 was read as EphA4 KYL inhibition 5%.
Screening CCCCc1c(C)nn(-c2nnc3c4ccccc4n(C)c3n2)c1C returned EphA4 KYL inhibition -6%.
Screening CC1(C)CC(=O)C(C(C2=C(O)CC(C)(C)CC2=O)c2ccco2)C(=O)C1 (stereo not drawn) returned EphA4 KYL inhibition -1%.
`OC(CNCC1CCCO1)Cn1c2ccc(Cl)cc2c2cc(Cl)ccc21` (stereo not drawn) gave EphA4 KYL inhibition -18%.
`OC(COCCC12CC3CC(CC(C3)C1)C2)CN1CCCCC1` (stereo not drawn) gave EphA4 KYL inhibition -7%.
COCc1cc(C)nc(Nc2cc(C)ccc2C)c1C#N was read as EphA4 KYL inhibition -7%.
For Cc1ccc(S(=O)(=O)c2c(C)nn(C(C)(C)C)c2OC(=O)c2ccco2)cc1 the results were EphA4 KYL inhibition 4%.
`Cc1ccc2nc(SCC(=O)N3CCOCC3)[nH]c2c1` gave EphA4 KYL inhibition -6%.
For COCCCNC(=O)C(=O)NC(C)C the results were EphA4 KYL inhibition -4%.
Cc1cc(C(=O)CSc2nc(N)cc(=O)[nH]2)c(C)n1CCc1ccc(F)cc1 was read as EphA4 KYL inhibition -14%.
`Cc1c(NC(=S)N/N=C/c2ccc(O)cc2)c(=O)n(-c2ccccc2)n1C` gave EphA4 KYL inhibition -2%.
`CC(=O)N1C(C(=O)O)CSC1c1ccc(C)cc1` (stereo not drawn) gave EphA4 KYL inhibition -7%.
COc1cccc(/C=N/NC(=O)CC2C(=O)NN=C2C)c1O (stereo not drawn) was read as EphA4 KYL inhibition -15%.
CCOC(=O)N1CCC(NC(=O)C2CCN(C(=O)N3CC(C)Oc4ccccc43)CC2)CC1 (stereo not drawn) was read as EphA4 KYL inhibition -2%.
Cc1cc(C(c2ccc(C)o2)c2ccc(C)o2)c(O)c([N+](=O)[O-])c1 was read as EphA4 KYL inhibition 3%.
Screening CCC1=NN2C(=N)/C(=C/c3ccc(-c4ccc(Cl)cc4)o3)C(=O)N=C2S1 returned EphA4 KYL inhibition 4%.
Screening COc1ccccc1N=C(C)C1=C(O)CSC1=O returned EphA4 KYL inhibition -18%.
CCCc1cc(=O)[nH]c(SCC(=O)NC(=O)c2ccccc2)n1 was read as EphA4 KYL inhibition -5%.
`COc1cccc(-c2nnc3sc(-c4ccco4)nn23)c1` gave EphA4 KYL inhibition 5%.
Screening CCOc1ccc(OCC)c(NC(=O)C2CCCN2S(=O)(=O)c2cccc3cccnc23)c1 (stereo not drawn) returned EphA4 KYL inhibition -2%.
CCOc1ccccc1-n1nnnc1SCC(=O)Nc1cc(C)on1 was read as EphA4 KYL inhibition -6%.
CC(C)(C)C1=C(C#N)C(c2ccc3c(c2)OCO3)C(C#N)=C(N)O1 (stereo not drawn) was read as EphA4 KYL inhibition 5%.
Screening O=C(CCC(=O)c1cccs1)Nc1ccc(F)c(F)c1F returned EphA4 KYL inhibition 4%.
`O=C(Nc1nccs1)c1cccc(NC(=O)c2cccs2)c1` gave EphA4 KYL inhibition 1%.
For COCC(=O)Nc1nc2ccccc2s1 the results were EphA4 KYL inhibition -11%.
Screening Cc1ccccc1S(=O)(=O)Cc1ccc(C(=O)NCCCOC(C)C)o1 returned EphA4 KYL inhibition 6%.
For CC(=O)Nc1ccc2nc(SCC(=O)Nc3ccc(N4CCOCC4)c(Cl)c3)sc2c1 the results were EphA4 KYL inhibition -1%.
Screening O=C(CSc1nnc(-c2cccs2)n1-c1cccc(Cl)c1)c1cccc2c1OCCO2 returned EphA4 KYL inhibition -8%.
Screening Cc1ccc(NS(=O)(=O)c2ccccc2Cl)c2c1CC(C)(C)O2 returned EphA4 KYL inhibition -9%.
Screening CCOC(=O)C1=C(C)NC(=O)C(C#N)C1c1ccncc1 (stereo not drawn) returned EphA4 KYL inhibition 2%.
For COC(=O)c1ccccc1N1C(=O)C2C(C1=O)C1C=CC2C12CC2 (stereo not drawn) the results were EphA4 KYL inhibition -7%.
`CCCCC(CC)Cn1c(N)c(C#N)c2nc3ccccc3nc21` (stereo not drawn) gave EphA4 KYL inhibition -23%.

Gathered by group: the entries above with a COOH group (two)
`O=C(O)CCC(=O)N1CCc2cc(S(=O)(=O)N3CCC(Cc4ccccc4)CC3)ccc21` gave EphA4 KYL inhibition 4%.
`CC(=O)N1C(C(=O)O)CSC1c1ccc(C)cc1` (stereo not drawn) gave EphA4 KYL inhibition -7%.

Going on with the list.
For Cn1nc(-c2ccc(OCC(N)=O)cc2)c2ccccc2c1=O the results were EphA4 KYL inhibition 6%.
`Cc1c(-c2ccccc2)sc(N)c1C(=O)N1CCOCC1` gave EphA4 KYL inhibition -2%.
For COc1ccccc1-c1c(C(F)(F)F)oc2c(CN3CCCC3)c(O)ccc2c1=O the results were EphA4 KYL inhibition -1%.
For O=C1C(=O)N(CCO)C(c2ccccc2)/C1=C(\O)c1ccccc1 (stereo not drawn) the results were EphA4 KYL inhibition -8%.
`CNc1nc(SCC(=O)OC)nc(N2CCOCC2)n1` gave EphA4 KYL inhibition 1%.
Screening CCOc1ccc(NC(=O)N2CCC(n3c(=O)[nH]c4ccccc43)CC2)cc1 returned EphA4 KYL inhibition -5%.
Screening CCC(OC(=O)c1cc2sccc2n1C)C(=O)NCc1ccco1 (stereo not drawn) returned EphA4 KYL inhibition 5%.
`O=C(CSc1nccn1-c1ccccc1)N1CCc2ccccc21` gave EphA4 KYL inhibition -15%.
CN(C)S(=O)(=O)c1c(Cl)cccc1Cl was read as EphA4 KYL inhibition -14%.
CCCCOP(=O)(OCCCC)C1(NS(=O)(=O)c2ccccc2)C=CC(=O)c2ccccc21 (stereo not drawn) was read as EphA4 KYL inhibition -2%.

Three entries picked at random from those above, as already listed:
CCCc1cc(=O)[nH]c(SCC(=O)NC(=O)c2ccccc2)n1 was read as EphA4 KYL inhibition -5%.
Screening CCOc1ccc(NC(=O)N2CCC(n3c(=O)[nH]c4ccccc43)CC2)cc1 returned EphA4 KYL inhibition -5%.
Screening O=C(CSc1nnc(-c2cccs2)n1-c1cccc(Cl)c1)c1cccc2c1OCCO2 returned EphA4 KYL inhibition -8%.

Next section:
COc1cccc(CNC(=O)c2nnn(-c3ccc(OC(F)(F)F)cc3)c2N)c1 was read as EphA4 KYL inhibition -10%.
Screening COc1cccc(-c2cnc(OC(C)(C)C)nc2OC(C)(C)C)c1 returned EphA4 KYL inhibition -6%.
For O=C(Cc1cn2ccsc2n1)OCc1nc2ccccc2s1 the results were EphA4 KYL inhibition -17%.
Screening N=c1c2c(-c3ccccc3)c(-c3ccccc3)oc2ncn1CCCN1CCOCC1 returned EphA4 KYL inhibition -5%.
`C=CCN1C(=O)/C(=C\c2cccc(OCC(=O)O)c2)C(=O)NC1=S` gave EphA4 KYL inhibition 3%.
`CCCOC(=O)c1c(N)sc2c1CCC2` gave EphA4 KYL inhibition 0%.
Screening COc1cccc(-c2nnc(SCC(=O)N3CC(C)CC(C)C3)o2)c1 (stereo not drawn) returned EphA4 KYL inhibition -6%.
Screening O=S(=O)(Cc1ccccc1)N1CCC(c2nc(-c3cccs3)no2)CC1 returned EphA4 KYL inhibition -8%.
Cc1cccc(C)c1NC(=O)N1C2CCCC1CC(NC(=O)C(C)(C)C)C2 (stereo not drawn) was read as EphA4 KYL inhibition 2%.
Cc1ccccc1SCC(=O)Nc1cccc(C#N)c1 was read as EphA4 KYL inhibition -6%.
For COc1ccc(/C=C(\NC(=O)c2ccc([N+](=O)[O-])cc2)C(=O)NCCCN2CCOCC2)cc1 the results were EphA4 KYL inhibition 3%.
Screening S=c1nc(-c2ccccc2)n(Cc2ccco2)c2c1CCCC2 returned EphA4 KYL inhibition -4%.
`CCn1c(N2CCN(CC(=O)c3ccc(OC)cc3)CC2)nc2ccccc21` gave EphA4 KYL inhibition -10%.
Screening NS(=O)(=O)c1ccc(CCNC(=O)C2CCCN2C(=O)OCc2ccccc2)cc1 (stereo not drawn) returned EphA4 KYL inhibition 7%.
CCOC(=O)Oc1ccc2c(=O)c(Oc3cc(C)cc(C)c3)coc2c1 was read as EphA4 KYL inhibition -6%.
`CCOC(=O)C1(C(=O)OCC)C(C(=O)OCC)(C(=O)OCC)C1(C(=O)OCC)C(=O)OCC` gave EphA4 KYL inhibition -1%.
Screening COc1ccc(C)cc1-n1nnnc1SCn1nnc2ccccc2c1=O returned EphA4 KYL inhibition -16%.
For COc1ccc2cc(CN(CCc3ccccc3)Cc3nnnn3CC3CCCO3)c(=O)[nH]c2c1 (stereo not drawn) the results were EphA4 KYL inhibition 0%.
`COc1ccc(S(=O)(=O)n2cnc(C)c2)cc1OC` gave EphA4 KYL inhibition -8%.
`CCC(C(C)=O)C(=O)Nc1ccccc1` (stereo not drawn) gave EphA4 KYL inhibition -8%.
`CC(C)CC(=O)O/N=C1\C(=O)N(Cc2ccc(Cl)cc2)c2ccc([N+](=O)[O-])cc21` gave EphA4 KYL inhibition -6%.
Screening C/C(CC(=O)NCc1ccco1)=N\NC(=O)Cc1ccccc1 returned EphA4 KYL inhibition -5%.
Screening Cc1ccc(C)c2[nH]c(=O)c(CN(CCN3CCCC3)C(=O)Nc3ccc(F)cc3)cc12 returned EphA4 KYL inhibition 1%.
Screening Cc1cc(C)nc(NS(=O)(=O)c2ccc(NC(=O)C3CC(=O)N(c4ccccc4)C3)cc2)n1 (stereo not drawn) returned EphA4 KYL inhibition 6%.
Screening CCOc1ccc(-c2[nH]ncc2-c2ccc(OC)c(OC)c2)c(O)c1 returned EphA4 KYL inhibition 18%.
Screening CC(C)Oc1ccc(C(=O)N2CCCC2C(=O)O)cc1 (stereo not drawn) returned EphA4 KYL inhibition -24%.
`CCOC(=O)C(C)Oc1c(Br)cc(C2NC(=O)NC(C)=C2C(C)=O)cc1OCC` (stereo not drawn) gave EphA4 KYL inhibition 4%.
For CCCn1c(=N)n(CC(O)COc2cccc(C)c2)c2ccccc21 (stereo not drawn) the results were EphA4 KYL inhibition 17%.
`Cc1ccc(-c2noc(CN(C(=O)c3cccc(Br)c3)C(C)C)n2)cc1` gave EphA4 KYL inhibition 10%.
Screening CCN1CCN(CCNC(=O)CSCc2nc(-c3ccc(OC)c(OC)c3)oc2C)CC1 returned EphA4 KYL inhibition -3%.
For Cn1c(SCC(=O)c2ccc(F)cc2)nnc1-c1cnccn1 the results were EphA4 KYL inhibition 5%.
For CC(=O)N1N=C(c2ccc3nccnc3c2)CC1c1ccccc1 (stereo not drawn) the results were EphA4 KYL inhibition -7%.
Screening COC(=O)C1CCN(CC(=O)Nc2sc3c(c2C#N)CCC3)CC1 returned EphA4 KYL inhibition -4%.
For CCOc1ccc(C(=O)N/N=C(\c2ccccc2)c2ccccn2)cc1 the results were EphA4 KYL inhibition 12%.
Cc1cc(NC(=O)CCC(=O)N(CCC(C)C)C(C(=O)NC2CCCC2)c2cccnc2)no1 (stereo not drawn) was read as EphA4 KYL inhibition 0%.
COC(=O)CN(C(=S)Nc1ccc(Cl)cc1)C1CC(=O)N(c2ccc(OC)cc2)C1=O (stereo not drawn) was read as EphA4 KYL inhibition -20%.
Screening COCCOC(=O)c1c(C)oc2ccc(NS(=O)(=O)c3ccc(C(=O)O)cc3)cc12 returned EphA4 KYL inhibition 0%.
CC(=O)NN1C(=O)/C(=C\c2ccc(C)cc2)SC1=S was read as EphA4 KYL inhibition 0%.

Three structures already listed, sorted by molar mass, smallest number first:
For Cn1c(SCC(=O)c2ccc(F)cc2)nnc1-c1cnccn1 the results were EphA4 KYL inhibition 5%.
Screening COC(=O)C1CCN(CC(=O)Nc2sc3c(c2C#N)CCC3)CC1 returned EphA4 KYL inhibition -4%.
Cc1cc(NC(=O)CCC(=O)N(CCC(C)C)C(C(=O)NC2CCCC2)c2cccnc2)no1 (stereo not drawn) was read as EphA4 KYL inhibition 0%.
